IAP activation = activators of mouse IAP, confirmation, biochemical, luminescence, single concentration (AID 434970) | hit rate 2.9% among 11,000 | activity change, negative = activation, % at 10 µM | purified mouse IAP, CDP-Star luminescence, 30 min; hits give low values; in the data active = activity change below about -85%;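 note: percent relative to enzyme plus DMSO wells and wells without enzyme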
IAP activation Fold change = also measured in IAP activation; calls as there; activation factor; measured here: IAP activation factor; hits give high values;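 fold luminescence change scaled to plate control wells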
* hit, by the source's call. An excerpt; rates above refer to the full screens.

SMILES	IAP activation	IAP activation Fold change
O=C(C[C@H]1C[C@H](C(=O)N2CCCCC2)[C@@]2(CCc3ccccc3)c3[nH]c4cc(-c5ccco5)ccc4c3CCN2C1=O)NCc1ccco1	-16	1.2
CC[C@]12c3[nH]c4cc(CCC(=O)N(C)C)ccc4c3CCN1C(=O)[C@@H](CC(=O)NCCC1=CCCCC1)C[C@@H]2C(=O)N1CCN(C(=O)C2CC2)CC1	-7	1.1
NC(=O)C1CCN(C(=O)CSCc2ccccc2Cl)CC1	-2	1
CCOC(=O)C(C(=O)OCC)C1CCS(=O)(=O)C1 (stereo unspecified)	4	0.96
Cc1nc(C)c(C(=O)N/N=C/c2cn(C)c3ccccc23)s1	14	0.86
CC/C(=N\NC(=O)c1ccncc1)C12CC3CC(CC(C3)C1)C2	11	0.89
Cc1nc([N+](=O)[O-])c(Br)n1CC(=O)c1ccc2ccccc2c1	-4	1
O=C(CCn1c(=O)oc2ccccc21)n1c(=O)oc2ccccc21	1	0.99
CSc1nnc2c(n1)OC(c1cn(C)c3ccccc13)N(C(C)=O)c1ccccc1-2 (stereo unspecified)	9	0.91
COc1ccc(C(=O)Oc2cc(/C=N/NC(N)=S)ccc2OC)cc1	5	0.95
CCOC(=O)c1[nH]c2ccc(OC)cc2c1NC(=O)CN1CCC2(CC1)OCCO2	3	0.97
CCOC(=O)C1CCCN(C(=O)CCNS(=O)(=O)c2ccc3c(c2)CCC(=O)N3)C1 (stereo unspecified)	-2	1
O=S(=O)(Cc1ccccc1)N1CCN(Cc2ccc3c(c2)OCO3)CC1	-9	1.1
Nc1ccccc1C(=O)N(Cc1ccccc1)Cc1ccccc1	-7	1.1
COCCNc1ncnc2nc[nH]c12	7	0.93
CN(C)S(=O)(=O)c1ccc(C(=O)N2CCC(c3nc4ccccc4o3)CC2)cc1	9	0.91
O=C(Cc1ccccc1)N[C@@H]1c2ccccc2CC[C@@H]1OCc1ccccc1	-1	1
Cc1ccc(Cl)cc1N1CCN(C(=O)C2CCN(S(=O)(=O)c3c(C)nn(C)c3C)CC2)CC1	-19	1.2
COC(=O)c1ccc(CSc2nnc(CNC(=O)c3cccs3)o2)o1	1	0.99
CCCN(CCC)S(=O)(=O)c1ccc2c(c1)CCCN2C(C)=O	-2	1
CC(/C=N/O)Cc1ccc2c(c1)OCO2 (stereo unspecified)	3	0.97
O=c1[nH]c(N2CCOCC2)nc2c1CCCC2	11	0.89
CC1(C)Cc2nc3sc4c(OCc5ccccc5)ncnc4c3cc2CO1	8	0.92
COC(=O)c1c(NC(=O)c2ccnn2C)sc(C)c1C	14	0.86
Cc1oncc1C(=O)NC(C)C	-5	1.1

Three of the compounds above, as labelled records:
> CCOC(=O)c1[nH]c2ccc(OC)cc2c1NC(=O)CN1CCC2(CC1)OCCO2
  IAP activation: 3; IAP activation Fold change: 0.97

> CC(/C=N/O)Cc1ccc2c(c1)OCO2 (stereo unspecified)
  IAP activation: 3; IAP activation Fold change: 0.97

> CSc1nnc2c(n1)OC(c1cn(C)c3ccccc13)N(C(C)=O)c1ccccc1-2 (stereo unspecified)
  IAP activation: 9; IAP activation Fold change: 0.91

(cont.)
SMILES	IAP activation	IAP activation Fold change
O=C(Nc1c(-c2ccccc2)nc2sccn12)c1ccccc1	9	0.91
O=C(CSc1nnnn1C1CCCC1)Nc1ccc(F)cc1	-1	1
Cc1cc(C)cc(NC(=O)Nc2ccc3c(c2)N(C)C(=O)CS3)c1	-154*	2.5*
Cc1c(Cl)cccc1NC(=O)CCC(=O)N/N=C/c1ccc[nH]1	39	0.61
O=C(NCCN1CCOCC1)c1ccc(=O)oc1	-8	1.1
COc1cccc(C(=O)N2CCN(C(=O)c3cccs3)CC2)c1OC	10	0.9
CCOC(=O)c1sc(NC(=O)Nc2ccc(Cl)cc2)nc1C	-6	1.1
O=C(CCNS(=O)(=O)c1cccc2nsnc12)NCc1cccs1	-11	1.1
CCC(C(=O)Nc1ncn[nH]1)(C(F)(F)F)C(F)(F)F	2	0.98
Cc1nnc2sc(-c3ccccn3)nn12	-2	1
O=C(Nc1cccc(Cl)c1)N1CCN2C(=O)c3ccccc3C12c1ccccc1 (stereo unspecified)	-60	1.6
CC(=O)c1cccc(NC(=O)COc2nsnc2N2CCOCC2)c1	3	0.97
CCOC(=O)c1cccc(NC(=O)CCS(=O)(=O)c2cccs2)c1	-1	1
Cc1cc(C)nc(SCc2nnc(SCC(=O)NCc3ccco3)n2-c2ccccc2)n1	6	0.94
CC(C)[C@H]1COCCS(=O)(=O)N1Cc1ccccc1-c1ccc(F)cc1	-3	1
COc1ccc(C(=O)Nc2sc3c(c2C(=O)NCc2ccco2)CCCC3)cc1OC	6	0.94
COc1cc(OC)c2c(-c3cccc(-c4cccc(C)c4)c3)cc(=O)oc2c1	-1	1
CCCCc1c(O)c2ccccc2[nH]c1=O	-2	1
O=C(CSc1nnnn1Cc1ccccc1)N1CCN(c2ccccc2)CC1	-7	1.1
CCOC(=O)C1=CN(Cc2cccc(F)c2)S(=O)(=O)N(C)C1c1ccccc1 (stereo unspecified)	0	1
Cc1ccc(C(=O)NCC(=O)O)cc1S(=O)(=O)N1CCCCC1	1	0.99
Cc1cccc2sc(NC(=O)CCNS(=O)(=O)c3cccs3)nc12	21	0.79
CCCCn1c(Cc2ccccc2)nnc1SCC(=O)N1CCOCC1	1	0.99
Cc1cc(C)cc(NC(=O)Nc2ccccc2N2CCCCC2)c1	-112*	2.1*
CCn1nc(C)c(CN2CCC(C(=O)Nc3cccc(-c4cccc(Cl)c4)c3)CC2)c1C	-374*	4.7*
(next part)
SMILES	IAP activation	IAP activation Fold change
CCOCCCn1c(=O)c(NC(=O)c2ccc(OCC)cc2)c2n(c1=S)CCCCC2	-6	1.1
CC(C)N(C(=O)CSc1nc2ccccc2n1Cc1ccccc1)C(C)C	0	1
COc1ccccc1C(=O)NCCN1CCN(C(=O)c2ccccc2OC)CC1	-10	1.1
CCOc1ncccc1C(=O)OCC(=O)Nc1c(C)cc(C)cc1C	3	0.97
COC(=O)[C@H](C)N1C/C=C\COc2c(Cl)cc(Cl)cc2S1(=O)=O	1	0.99
COc1cc(C(=O)Oc2ccccc2)ccc1OCc1c(C)noc1C	6	0.94
O=C(OCCN=C1NS(=O)(=O)c2ccccc21)c1ccccc1	6	0.94
CCC(C)OC(=O)c1cc(C)nc2c(Br)cc(Br)cc12 (stereo unspecified)	-2	1
CC(=O)Nc1cccc(NC(=O)Nc2ccc(C)c(Cl)c2)c1	-90	1.9
N[C@@H](Cc1ccccc1)c1nnc(SCc2ccccc2F)o1	-5	1
S=C(NCC1COc2ccccc2O1)Nc1ccc(Br)cc1 (stereo unspecified)	-68	1.7
CCCCCn1c(=S)[nH]c2ncccc2c1=O	5	0.95
COc1cccc(NC(=O)NC2CCCCCCC2)c1	-167*	2.7*
COc1ccc(C(C(=O)Nc2ccc(C(C)C)cc2)N(C)C(=O)CNC(C)=O)cc1 (stereo unspecified)	14	0.86
Brc1ccc(-c2cn3cccnc3n2)cc1	-8	1.1
Cc1nn(C)cc1CNC(=O)Nc1ccc(Cl)cc1	-32	1.3
Nc1nnnn1/N=C/C(Br)=C/c1ccccc1	9	0.91
COc1ccc(CNC(=O)CCCNS(=O)(=O)c2cccc3nonc23)cc1	5	0.95
COc1ccc(NC(=O)c2cc3sccc3n2Cc2ccc(F)cc2)cc1OC	-30	1.3
CC1CCc2nc(NC(=O)c3ccco3)sc2C1 (stereo unspecified)	-2	1
COc1ccc(S(=O)(=O)N2CCCC2C(=O)NCc2cccs2)cc1 (stereo unspecified)	2	0.98
COc1cccc(C(=O)NC2CC3CCCC(C2)N3CC(=O)Nc2ccc(N(C)C)cc2)c1 (stereo unspecified)	1	0.99
Cc1onc(-c2ccccc2Cl)c1-c1nc(-c2ccccn2)no1	18	0.82
Cc1ccc(N(Cc2ccc([N+](=O)[O-])cc2)C(=O)c2ccco2)cc1	-4	1
COc1ccc(OCC(=O)N2CCN(C(=O)COc3ccc(Br)cc3)CC2)cc1	-12	1.1
Further results follow:
SMILES	IAP activation	IAP activation Fold change
Cn1c(=O)cc(SCC(=O)Nc2ccccn2)c2ccccc21	9	0.91
CC[C@]12c3[nH]c4ccc(OC)cc4c3CCN1C(=O)C(CC(=O)NCCCn1ccnc1)C[C@@H]2C(=O)N1CCN(C(=O)c2ccco2)CC1 (stereo partly specified)	-10	1.1
C/C(=N/NC(=O)c1ccccc1O)c1ccc(N2C(=O)C3CCCCC3C2=O)cc1 (stereo unspecified)	-8	1.1
CC(C)(C)C(=O)/C=c1\[nH]c(=O)/c(=C\c2ccc(C#N)cc2)s1	4	0.96
COC(=O)C1Cc2c([nH]c3ccccc23)CN1 (stereo unspecified)	4	0.96
COCCN(C(=O)C1CC1)c1nnc(-c2ccc(C)cc2)s1	-3	1
Cc1ccc(Cn2ccc(NC(=O)c3cc4nc(-c5ccco5)cc(C(F)(F)F)n4n3)n2)cc1	6	0.94
CCCN=C1N(C)C[C@@H]2[C@@H]3C(=O)N(Cc4ccccc4)C(=O)[C@@H]3[C@](C)(C(=O)OC)N12	3	0.97
Oc1ccc(-c2cn3c(n2)SCC3)cc1O	92	0.083
CCCNC(=O)c1csc2c1CCCCC2	5	0.95
CC(C)=CCC/C(C)=C/CNC(=O)C[C@H]1C[C@H](C(=O)N2CCOCC2)[C@@]2(C)c3[nH]c4cc(-c5ccco5)ccc4c3CCN2C1=O	-15	1.2
CCOC(=O)C1=CN(Cc2cccc(F)c2)S(=O)(=O)NC1c1ccc(F)c(Cl)c1 (stereo unspecified)	12	0.88
CCN1C(=O)[C@H]2[C@H]3CN=C(SCc4ccccc4)N3[C@@](Cc3ccccc3)(C(=O)OC)[C@H]2C1=O	-10	1.1
NS(=O)(=O)c1ccc(-c2ccc(/C=C3\SC(=S)N(C4CCS(=O)(=O)C4)C3=O)o2)cc1 (stereo unspecified)	87	0.13
CN(CCCNC(=O)C1CCN(S(=O)(=O)c2cccc3nsnc23)CC1)Cc1ccccc1	7	0.93
COCCN1C(=O)C(=O)/C(=C(/O)c2cccc(OC)c2)C1c1ccc(C)o1 (stereo unspecified)	-3	1
O=C(CC1SC(N2CCCCC2)=NC1=O)Nc1cccc(C(F)(F)F)c1 (stereo unspecified)	-13	1.1
O=S(=O)(c1ccccc1Cl)N1CCCC1c1nc(-c2ccc(Cl)cc2)no1 (stereo unspecified)	15	0.85
O=C1NC(Cc2c[nH]c3ccccc23)C(=O)N1CCOc1ccccc1 (stereo unspecified)	12	0.88
O=C(O)c1cc(-c2ccccc2Cl)n[nH]1	15	0.85
Cc1cccn2c(=O)c3cc(C(=O)N4c5ccccc5CC4C)n(C)c3nc12 (stereo unspecified)	6	0.94

A stretch from further up:
SMILES	IAP activation	IAP activation Fold change
Cc1nn(C)cc1CNC(=O)Nc1ccc(Cl)cc1	-32	1.3
Nc1nnnn1/N=C/C(Br)=C/c1ccccc1	9	0.91
COc1ccc(CNC(=O)CCCNS(=O)(=O)c2cccc3nonc23)cc1	5	0.95
COc1ccc(NC(=O)c2cc3sccc3n2Cc2ccc(F)cc2)cc1OC	-30	1.3
CC1CCc2nc(NC(=O)c3ccco3)sc2C1 (stereo unspecified)	-2	1
COc1ccc(S(=O)(=O)N2CCCC2C(=O)NCc2cccs2)cc1 (stereo unspecified)	2	0.98
COc1cccc(C(=O)NC2CC3CCCC(C2)N3CC(=O)Nc2ccc(N(C)C)cc2)c1 (stereo unspecified)	1	0.99
Cc1onc(-c2ccccc2Cl)c1-c1nc(-c2ccccn2)no1	18	0.82
Cc1ccc(N(Cc2ccc([N+](=O)[O-])cc2)C(=O)c2ccco2)cc1	-4	1
COc1ccc(OCC(=O)N2CCN(C(=O)COc3ccc(Br)cc3)CC2)cc1	-12	1.1
Cn1c(=O)cc(SCC(=O)Nc2ccccn2)c2ccccc21	9	0.91
CC[C@]12c3[nH]c4ccc(OC)cc4c3CCN1C(=O)C(CC(=O)NCCCn1ccnc1)C[C@@H]2C(=O)N1CCN(C(=O)c2ccco2)CC1 (stereo partly specified)	-10	1.1
C/C(=N/NC(=O)c1ccccc1O)c1ccc(N2C(=O)C3CCCCC3C2=O)cc1 (stereo unspecified)	-8	1.1
CC(C)(C)C(=O)/C=c1\[nH]c(=O)/c(=C\c2ccc(C#N)cc2)s1	4	0.96
COC(=O)C1Cc2c([nH]c3ccccc23)CN1 (stereo unspecified)	4	0.96
COCCN(C(=O)C1CC1)c1nnc(-c2ccc(C)cc2)s1	-3	1
Cc1ccc(Cn2ccc(NC(=O)c3cc4nc(-c5ccco5)cc(C(F)(F)F)n4n3)n2)cc1	6	0.94
CCCN=C1N(C)C[C@@H]2[C@@H]3C(=O)N(Cc4ccccc4)C(=O)[C@@H]3[C@](C)(C(=O)OC)N12	3	0.97
Oc1ccc(-c2cn3c(n2)SCC3)cc1O	92	0.083
CCCNC(=O)c1csc2c1CCCCC2	5	0.95
CC(C)=CCC/C(C)=C/CNC(=O)C[C@H]1C[C@H](C(=O)N2CCOCC2)[C@@]2(C)c3[nH]c4cc(-c5ccco5)ccc4c3CCN2C1=O	-15	1.2
CCOC(=O)C1=CN(Cc2cccc(F)c2)S(=O)(=O)NC1c1ccc(F)c(Cl)c1 (stereo unspecified)	12	0.88
CCN1C(=O)[C@H]2[C@H]3CN=C(SCc4ccccc4)N3[C@@](Cc3ccccc3)(C(=O)OC)[C@H]2C1=O	-10	1.1
NS(=O)(=O)c1ccc(-c2ccc(/C=C3\SC(=S)N(C4CCS(=O)(=O)C4)C3=O)o2)cc1 (stereo unspecified)	87	0.13
CN(CCCNC(=O)C1CCN(S(=O)(=O)c2cccc3nsnc23)CC1)Cc1ccccc1	7	0.93
COCCN1C(=O)C(=O)/C(=C(/O)c2cccc(OC)c2)C1c1ccc(C)o1 (stereo unspecified)	-3	1
O=C(CC1SC(N2CCCCC2)=NC1=O)Nc1cccc(C(F)(F)F)c1 (stereo unspecified)	-13	1.1
O=S(=O)(c1ccccc1Cl)N1CCCC1c1nc(-c2ccc(Cl)cc2)no1 (stereo unspecified)	15	0.85
O=C1NC(Cc2c[nH]c3ccccc23)C(=O)N1CCOc1ccccc1 (stereo unspecified)	12	0.88
